# SKKanGAS inh: inhibitors of SKKanGAS S. pyogenes growth in kanamycin (SK-promoter or general growth effect); hit rate 1.3% among 300,000; BacTiter-Glo, 6 h; inhibition, % at 7.5 µM; AID 1662;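 active means mean replicate score, as percent of positive control median, at least 50; inconclusive means mean below 50 but one replicate at or above 50; inactive means mean and every replicate below 50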;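 further: strain carries kanamycin resistance gene driven by streptokinase promoter and grows in 40 µg/ml kanamycin; loss of luminescence reflects streptokinase promoter inhibition or plain growth inhibition; 0% = median of DMSO wells and 100% = positive control at its reference dose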
# TRPC6 inh: mouse TRPC6 channel inhibition; Q61143; hit rate 1.1% among 310,000; HEK293-TRPC6, membrane potential dye, ACh-evoked depolarization; stronger effect = lower value; B-score at 10 µM;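 active means B-score under library mean minus 3 SD, initial fluorescence not abnormally high, positive integrated signal ratio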;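 further: B-score derived from integrated fluorescence ratio over the kinetic read; more negative B-score means stronger inhibition of depolarization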
# TRPC4 act: activators of mouse TRPC4 channel. Q9QUQ5. HEK293 TRPC4beta/mu-opioid, Fluo4 calcium fluorescence; stronger effect = higher value. B-score at 10 µM. hit rate 0.49% among 310,000. AID 2237;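 active means B-score above 5 SD of library B-scores, and initial fluorescence ratio not above library mean plus 5 SD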;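 further: positive B-score marks a calcium rise read as TRPC4 activation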
# Target sequence (Q9QUQ5 whole entry, looked up): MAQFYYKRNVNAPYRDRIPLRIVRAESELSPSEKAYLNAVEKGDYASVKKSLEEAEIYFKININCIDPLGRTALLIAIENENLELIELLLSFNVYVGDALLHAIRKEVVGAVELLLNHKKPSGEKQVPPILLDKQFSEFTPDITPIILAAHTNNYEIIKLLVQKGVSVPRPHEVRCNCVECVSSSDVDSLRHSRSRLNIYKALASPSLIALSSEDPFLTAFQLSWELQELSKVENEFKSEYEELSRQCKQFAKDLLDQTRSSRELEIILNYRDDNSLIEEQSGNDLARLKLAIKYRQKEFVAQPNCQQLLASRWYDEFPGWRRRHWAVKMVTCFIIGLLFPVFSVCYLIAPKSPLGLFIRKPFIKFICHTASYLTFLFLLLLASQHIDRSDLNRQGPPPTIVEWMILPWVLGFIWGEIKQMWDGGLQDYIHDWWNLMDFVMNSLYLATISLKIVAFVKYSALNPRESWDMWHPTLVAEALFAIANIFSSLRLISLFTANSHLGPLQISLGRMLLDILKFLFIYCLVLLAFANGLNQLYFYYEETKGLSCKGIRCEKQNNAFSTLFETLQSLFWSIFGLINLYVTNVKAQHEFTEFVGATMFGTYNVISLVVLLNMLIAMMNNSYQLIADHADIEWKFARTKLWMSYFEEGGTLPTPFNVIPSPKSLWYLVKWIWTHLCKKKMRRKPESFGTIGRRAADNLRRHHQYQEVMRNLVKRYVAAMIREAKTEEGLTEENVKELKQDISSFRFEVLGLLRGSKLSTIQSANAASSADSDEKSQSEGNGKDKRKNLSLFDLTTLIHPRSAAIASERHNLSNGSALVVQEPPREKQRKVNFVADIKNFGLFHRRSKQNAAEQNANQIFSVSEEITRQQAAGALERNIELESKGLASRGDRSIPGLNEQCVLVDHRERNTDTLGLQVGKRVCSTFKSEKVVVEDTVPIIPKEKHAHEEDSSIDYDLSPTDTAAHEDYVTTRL
#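 Material: HEK293 stable line with TRPC4beta plus mu-opioid receptor; technique: Fluo4 calcium-sensitive dye fluorescence, kinetic, 1 Hz baseline; timing: Fluo4 dye loading 45 min at room temperature, 110 s recording; controls: assay buffer as low control, maximal DAMGO as high control; read-out: integrated baseline-normalised fluorescence ratio, converted to per-well B score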
# MrgX1 allo act: allosterically activates human MrgX1 receptor signaling; B-score at 10 µM; MrgX1-HEK293, Fluo-4 calcium flux, FDSS; stronger effect = higher value; AID 588675; hit rate 0.63% among 310,000;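 active means plate-corrected calcium response at least 3 library SD above typical, normal starting fluorescence, not activating the receptor alone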;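 further: compound read alongside a low EC10 to EC30 dose of BAM8-22 agonist; peak minus trough fluorescence over baseline measured at the second addition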
# TRPC6 act: activators of mouse TRPC6 channel; HEK293-TRPC6 membrane potential dye fluorescence; stronger effect = higher value; B-score at 10 µM; hit rate 0.13% among 310,000; AID 2550;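 active means B-score of the integrated fluorescence ratio above library mean plus 3 SD, and starting fluorescence ratio within library mean plus 5 SD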;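 further: higher score means more depolarization so channel activation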
# ANO1 block: inhibitors of mouse TMEM16A calcium-activated chloride channel; Q8BHY3; HEK293 TMEM16A/YFP iodide influx fluorescence, ionomycin; normalized B-score (activity score, 25-100; higher = stronger inhibition) at 10 µM; hit rate 1.2% among 310,000; AID 588511;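 active means ratio plate-corrected score three or more library SD toward inhibition, starting fluorescence score within five deviations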;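 further: score derived from kinetic fluorescence span divided by baseline fluorescence per well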
# TMEM16A act: mouse TMEM16A channel activation, primary screen; Q8BHY3; HEK293 TMEM16A/YFP-H148Q/I152L, iodide quench fluorescence; stronger effect = lower value; B-score at 10 µM; hit rate 0.3% among 340,000;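 active means fluorescence-ratio B-score plate-corrected deviation score at least 3 library SD below zero, with starting fluorescence score within 5 deviations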;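 further: channel opened by trigger with iodide after compound preincubation; score built on the fluorescence ratio of max minus min over baseline; more negative score means more quench and so TMEM16A activation or potentiation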
# TRPC4 inh: inhibitors of mouse TRPC4 channel; HEK293 TRPC4beta/mu-opioid, DAMGO-evoked Fluo4 calcium flux; stronger effect = lower value; B-score at 10 µM; hit rate 0.39% among 300,000;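 active means B-score over 3 SD under the library average, no early fluorescence shift, positive overall ratio signal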
#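 Assay system: HEK293 cells with stable TRPC4beta plus mu-opioid receptor expression; Probe or stimulus: DAMGO in two steps, submaximal then maximal; Dosing: single-point compound dosing; Measured by: Fluo4 calcium-dye fluorescence, kinetic read; Read-out basis: B score from integrated Fluo4 fluorescence ratio.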
# TRPC4 PAM: allosterically enhances the mouse TRPC4 cation channel | HEK293 TRPC4beta/mu-opioid, DAMGO EC20, Fluo-4 Ca2+ flux; stronger effect = higher value | B-score at 10 µM | hit rate 0.42% among 310,000 | AID 2227;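 active means B-score of calcium response area above 5 SD of library B-scores, with initial fluorescence ratio within 5 SD of library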;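 further: B-score of integrated fluorescence ratio over time as area under calcium response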
# MrgX1 antagonist: human MrgX1 receptor antagonism, primary screen | Q96LB2 | MRGX1-HEK293 calcium flux, Fluo-4, BAM8-22 antagonism; stronger effect = lower value | B-score at 10 µM | hit rate 1.3% among 310,000 | AID 588676;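 active means calcium-response B-score plate-corrected more than 3 library SD below zero, starting fluorescence within 5 deviations, no agonist response on first addition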;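 further: peak minus trough fluorescence over baseline after final BAM8-22 challenge near maximal dose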
# MrgX1 agonist: agonists of human MrgX1 receptor. Q96LB2. MrgX1-HEK293 cells, Fluo-4 calcium fluorescence, agonist mode; stronger effect = higher value. B-score at 10 µM. hit rate 0.44% among 310,000. AID 588627;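 active means calcium response B-score plate-corrected fluorescence ratio at least 3 library SD, with starting fluorescence B-score inside 5 SD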
#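 Assay system: stable human MrgX1 HEK293 cell line. Quantity: 15,000 cells per well. Schedule: cells plated overnight, dye loaded 0.5 h 37 °C, 0.5 h room temperature. Detection: Fluo-4 NW calcium-flux fluorescence, kinetic read. Read-out basis: peak-minus-minimum fluorescence over baseline, converted to B scores. Control set: positive and negative control wells on each plate.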
# The depositor's hits bear a star; i = inactive; ? = inconclusive; · = no result given.
structure,TRPC4 inh,MrgX1 antagonist,MrgX1 allo act,TRPC6 inh,TMEM16A act,MrgX1 agonist,ANO1 block,SKKanGAS inh,TRPC4 act,TRPC6 act,TRPC4 PAM
COCCn1c(=N)c(C(=O)NCc2ccco2)cc2c(=O)n3cc(C)ccc3nc21,·,i,i,-8.2*,i,i,i,1,i,i,i
CCc1cccc(NC(=O)Nc2cccs2)c1,i,i,i,i,i,i,i,-10,i,i,i
N#Cc1cccc(C(c2nnnn2Cc2ccccc2)N2CCCC2)c1 (stereo unspecified),i,i,i,i,i,i,i,0,i,i,i
CCCOc1ccc(C(=O)NNC(=S)NC(=O)CC)cc1,i,i,i,i,i,51*,i,106*,46*,i,i
CN1C2CCC1CC(NC(=O)c1cccc(C(F)(F)F)c1)C2 (stereo unspecified),i,i,i,i,i,i,i,-8,i,i,i
O=S(Cc1ccc(Br)cc1)Cc1nnc(SCc2c(F)cccc2Cl)n1-c1ccccc1 (stereo unspecified),i,i,i,i,i,i,i,16,i,i,i
CC1=C(C(=O)OCC2CCCO2)C(c2coc3ccccc3c2=O)C2=C(CC(C)(C)CC2=O)N1 (stereo unspecified),i,i,i,i,i,i,i,-9,i,i,i
Nn1c(SCc2cccc(Br)c2)nnc1-c1cccnc1,i,i,i,i,i,i,i,-19,i,i,i
Cc1cc(NC(=O)c2c(F)cccc2Cl)no1,i,i,i,i,i,i,i,-8,i,i,i
COc1ccc(NC(=O)CN(C)CC(=O)Nc2cccc(S(=O)(=O)N(C)c3ccccc3)c2)cc1,i,i,i,i,i,i,i,-4,i,i,i
COCCn1c(=O)[nH]c2cc(C(=O)NCc3cccnc3)ccc2c1=O,i,i,i,i,i,i,i,-4,i,i,i
CCOC(=O)C1CCN(c2c(NCCN3CCCCC3C)c(=O)c2=O)CC1 (stereo unspecified),i,i,i,i,i,i,100*,0,i,i,i
Cc1ccc(CNC(=O)CN(C(=O)C2(C)CC(=O)N=C3C=CC=CN32)c2cccc(C)c2C)cc1 (stereo unspecified),i,i,i,i,i,i,i,1,i,i,i
CCC(Sc1nc2ccc(N)cc2s1)C(=O)Nc1nccs1 (stereo unspecified),i,i,i,i,i,i,i,4,i,i,i
CCOc1c(C)cnc2c1c(=O)n(Cc1ccccc1Cl)c(=O)n2C,i,i,i,i,i,i,i,16,i,i,i
Cc1cc(C)n2nc(SCc3ncc(-c4ccccc4)o3)nc2n1,i,i,i,i,i,i,100*,4,i,i,i
CCOc1ncccc1C(=O)OCC(=O)Nc1ccc(C(N)=O)cc1,i,i,i,i,i,i,i,-7,i,i,i
CN(CCC1CCOCC1)Cc1nc(Cc2ccccc2F)no1,i,i,i,i,i,i,i,-3,i,i,i
Cc1ccc2nc(NNC(=O)c3ccc4c(c3)OCCO4)sc2c1,i,i,i,i,i,i,i,3,i,i,i
CC(=O)Nc1cc(C(=O)N2CCCC2)ccc1Sc1ccc(Cl)cc1,i,i,i,i,i,i,i,9,i,i,i
COc1ccc(CN2CCNC(=O)C2CC(=O)NCCCn2cccn2)c(OC)c1 (stereo unspecified),i,i,i,i,i,i,i,-11,i,i,i
COc1ccccc1OCCNC(=O)c1c(-c2ccccc2Cl)noc1C,i,i,i,i,i,i,i,1,i,i,i
CN(C(=O)CSc1nc(N)nn1-c1ccccc1)c1ccccc1,i,i,i,i,i,i,i,3,i,i,i
Cc1cccc(C(=O)N2CCN(c3ccc(C(F)(F)F)cn3)CC2)c1C,i,i,i,i,i,i,i,-2,i,i,i
O=C1NC[C@H](c2ccccc2)N(CCc2cccc(F)c2)C1=O,i,i,i,i,i,i,i,3,i,i,i
CC(C)(C)c1ccc(C(=O)NC(=S)Nn2cnnc2)cc1,i,i,i,i,i,i,i,0,i,i,i
Cc1ccc(S(=O)(=O)NCCC(c2ccc(F)cc2)c2ccco2)cc1 (stereo unspecified),i,i,i,i,i,i,i,14,i,i,i
CCOc1ccc(-c2nc(C#N)c(NCC(C)C)o2)cc1,i,i,i,i,i,i,i,12,i,i,i
CCOCCC(=O)Nc1nnc(CCc2ccccc2)s1,i,i,i,i,i,i,i,0,i,i,i
CC(C)c1ccc(NC(=O)CCNS(=O)(=O)c2cccc3nonc23)cc1,i,i,i,i,i,i,i,-11,i,i,i
Cc1csc2nc(CNS(=O)(=O)c3ccc4c(c3)OCCO4)cn12,i,i,i,i,i,i,i,0,i,i,i
Cc1oncc1C(=O)Nc1ccc2ccccc2c1,i,·,·,i,i,·,·,4,i,i,i
CCc1nnc(NC(=O)C2CCN(S(=O)(=O)Cc3ccccc3)CC2)s1,·,i,i,·,i,i,i,·,·,·,·
CC(=O)Nc1ccc(NC2=C/C(=N/S(=O)(=O)c3cccs3)c3ccccc3C2=O)cc1,i,i,i,i,i,i,i,4,i,i,i
O=C(CSc1cccc2cccnc12)NCc1ccco1,i,i,i,i,i,i,i,0,i,i,i
COc1ccccc1CC(=O)Nc1cccc2c1CCCC2,i,i,i,i,i,i,i,-3,i,i,i
CCn1cc(CN2CCN(CCc3ccccc3)C(CCO)C2)c(C)n1 (stereo unspecified),i,i,i,i,i,i,i,3,i,i,i
CC(=O)Nc1ccc(S(=O)(=O)N2CCN(c3nnnn3-c3ccccc3)CC2)cc1,i,i,i,i,i,i,i,1,i,i,i
Cc1ccc(-c2cc(-c3n[nH]c(=S)n3C)c3ccccc3n2)cc1,i,i,11*,i,i,i,i,5,i,i,12*
CC1=C([N+](=O)[O-])C(c2ccc(O)c(O)c2)NC(=O)N1 (stereo unspecified),i,i,i,i,i,i,i,4,i,i,i
Cc1ccc(C2C(C=Nc3c(C)n(C)n(-c4ccccc4)c3=O)=C(c3ccccc3)Oc3ccccc32)cc1 (stereo unspecified),i,i,i,i,i,i,i,-3,i,i,i
C=CCOc1ccc(CNCCO)cc1OCC,i,i,i,i,i,i,i,1,i,i,i
O=C(CN1CCOCC1)Nc1ccc(NC(=O)c2ccccc2F)cc1,i,i,i,i,i,i,i,1,i,i,i
Cc1ccc(CCNC(=O)C2CC(c3cccc(F)c3)=NO2)cc1 (stereo unspecified),i,i,i,i,i,i,i,0,i,i,i
Cc1c(Cl)cccc1Nc1nc(N)nc(CSCCO)n1,i,·,·,i,i,·,·,0,i,i,i
COc1cccc(N(C(=O)c2ccn[nH]2)C2(C(=O)Nc3c(C)cccc3C)CCCCC2)c1,·,i,i,·,i,i,i,·,·,·,·
O=C1OC(c2ccccc2)=N/C1=C\C=C\c1ccco1,i,i,i,i,i,i,i,-24,i,i,i
Cc1nnc(NCc2ccco2)s1,i,i,i,i,i,i,i,-1,i,i,i
N#C/C(=C/c1cn(-c2ccccc2)nc1-c1cccc(OCc2ccc(F)cc2)c1)C(=O)NCCCn1ccnc1,i,i,i,i,i,i,i,?,i,i,i
COCCn1c(SCC(=O)Nc2cc(C)on2)nnc1C(C)C,i,i,i,i,i,i,i,9,i,i,i
COc1ccc(/C(=C/Nc2cccc(Br)c2)C(C)=O)cc1OC,i,i,i,i,i,i,i,4,i,i,i
Cc1ccccc1C(=O)O/N=C(\N)c1ccc([N+](=O)[O-])cc1,i,i,i,i,i,i,i,2,i,i,i
COc1ccc2c(c1)NC1(O)c3ccccc3C(=O)C21O (stereo unspecified),i,i,i,i,i,i,i,10,i,i,i
CN1CCN(c2ncc3c(n2)CC(c2ccccc2F)CC3=O)CC1 (stereo unspecified),i,i,i,i,i,i,i,8,i,i,i
COc1cc(OC)cc(-c2nnc(SCC(=O)Nc3ccc(C(=O)O)cc3)s2)c1,i,i,i,i,i,i,i,22,i,i,i
CC1CC(C)CN(CC(=O)N2CCc3[nH]c4ccccc4c3C2)C1 (stereo unspecified),i,i,i,i,i,i,i,-3,i,i,i
CS(=O)(=O)N(CC(=O)NCc1ccco1)c1cccc([N+](=O)[O-])c1,i,i,i,i,i,i,i,-2,i,i,i
CCOC(=O)c1ccc(/C=C2/C=C(c3ccccc3)N(c3ccc(Cl)c(C(=O)O)c3)C2=O)cc1,i,i,i,i,i,40*,i,-6,72*,36*,i
Cn1c(=O)c2c(nc(N3CCCCC3)n2CC(O)COc2ccccc2)n(C)c1=O (stereo unspecified),i,i,i,i,i,i,i,-2,i,i,i
COC(=O)C1=NN(C(=O)c2ccccc2)C(O)(c2ccc([N+](=O)[O-])cc2)C1 (stereo unspecified),i,i,i,i,i,54*,i,2,i,i,i

# (next part)
structure,TRPC4 inh,MrgX1 antagonist,MrgX1 allo act,TRPC6 inh,TMEM16A act,MrgX1 agonist,ANO1 block,SKKanGAS inh,TRPC4 act,TRPC6 act,TRPC4 PAM
CC(=O)OCc1cc(-c2nc3ccccc3[nH]c2=O)nn1-c1ccc(Cl)cc1,i,i,i,i,i,i,i,-6,i,i,i
CCOc1ccccc1OCC(=O)Nc1ccc(S(=O)(=O)Nc2nc(C)cc(C)n2)cc1,i,i,i,i,i,i,i,6,i,i,i
Cc1cc(Nc2cccc(Cl)n2)n(-c2ccccc2)n1,i,i,i,i,i,i,i,1,i,i,i
Cc1c(C(=O)NC(=S)Nc2ccc(NC(=O)c3cccs3)cc2)cccc1[N+](=O)[O-],i,i,i,i,i,i,i,43,i,i,i
CCc1ccc(CNC(=O)C2CCCN(c3nn4c(=O)cc(C)nc4s3)C2)cc1 (stereo unspecified),i,i,i,i,i,i,i,-1,i,i,i
CCC1(C(=O)OC)NC(c2ccco2)C2C(=O)N(c3ccc(F)cc3)C(=O)C21 (stereo unspecified),i,i,i,i,i,i,i,7,i,i,i
CCOC(=O)C1CCCCN1C(=O)c1ccc2nc(Cc3ccc(OC)cc3)oc2c1 (stereo unspecified),i,i,i,i,i,i,i,0,i,i,i
CCn1c(CNC(=O)c2cccs2)nnc1SCC(=O)Nc1ccc(Cl)cc1,i,i,i,i,i,i,i,-4,i,i,i
O=c1[nH]c(NCc2ccco2)nnc1Cc1ccccc1Cl,i,i,i,i,i,i,i,1,i,i,i

# Screens (PubChem BioAssay)
